HCV inhibitor – inhibitors of hepatitis C virus infection; Potency, µM (doses to about 41.8 µM), without a hit: at the highest dose activity change, negative = inhibition, actives largely listed as inhibitors; AID 651820; Huh7.5.1 HCVcc-Cre infection, luciferase reporter, 44 h; hit rate 3.4% among 340,000; also: potency is read from the fitted curve at half-maximal effect; % is scaled to controls: 0 for no effect and ±100 for the full control effect
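Infectious HCVcc-Cre (~0.5 moi) was added to cells just after compound, with cells seeded 4 h earlier at 1,000 per well. Luciferase activity after 44 h culture reported infection; substrate was incubated 15 min at room temperature before reading.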
Pf growth 96h – inhibits malaria parasite growth, 96 h. P. falciparum luciferase reporter growth, 96 h. Potency, µM (series often up to 28.7 µM), for inactives: at the highest dose activity change, negative = inhibition, usual class: inhibitors. hit rate 6.9% among 320,000; also: potency is read from the fitted curve at half-maximal effect; % is scaled to controls: 0 for no effect and ±100 for the full control effect
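P. falciparum expressing integrated firefly luciferase, in erythrocytes at 2% hematocrit, 0.05% parasitemia, incubated with compounds 96 h at 37 C, 5% CO2. Growth inhibition read as loss of luminescence; two-generation exposure targets delayed-death apicoplast inhibitors.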
CHX counter – counter-screen for Shiga toxin inhibitors: cycloheximide protein synthesis inhibition | cell reporter, cycloheximide protein synthesis inhibition counterscreen | hit rate 12% among 300,000 | AID 2314 | max response, %; in the data active = max response mostly above about 13%, no sharp cut-off; inactive = mostly below about 14%; also: read at 38.3 µM for the half of the compounds with a filed dose; 0% is about no effect
Tb PYK inh – inhibitors of Trypanosoma brucei pyruvate kinase | TbPYK enzyme, Kinase-Glo Plus ATP luminescence, 45 min | Q57TT1 | Potency, µM (titrated, usually from 76.8 µM), for the others: at the top dose activity, negative = inhibition, most hits filed as inhibitors | hit rate 0.12% among 410,000 | AID 624173; also: potency is read from the fitted curve at half-maximal effect; % is scaled to controls: 0 for no effect and ±100 for the full control effect; nearly all actives have a fitted effect of over 50% in size
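Luminescent Kinase-Glo Plus end-point after 45 min room-temperature reaction of T. brucei pyruvate kinase started with 130 uM ADP (final). Buffer TEA 50 mM pH 7.2 with KCl, MgCl2, BSA, Tween-20; titration-based qHTS with fitted concentration-effect curves.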
Shiga inhibitor – blocks Shiga toxin action in Vero cells | Vero cells, Shiga toxin protein synthesis inhibition reporter | inhibition, % at 38.7 µM | hit rate 9.2% among 290,000 | AID 2315; in the data active = inhibition mostly above about 28%, no sharp cut-off; inactive = mostly below about 43%; also: 0% is about no effect
LmPK inhibitor – blocks Leishmania mexicana pyruvate kinase activity | Potency, µM (top dose mostly 57.5 µM), for inactives: at the top dose activity change, negative = inhibition, hits mostly inhibitors | purified LmPK, Kinase-Glo ATP luminescence, 1 h | Q27686 | hit rate 0.37% among 290,000; also: potency is read from the fitted curve at half-maximal effect; % is scaled to controls: 0 for no effect and ±100 for the full control effect
Target sequence (Q27686 whole entry, looked up): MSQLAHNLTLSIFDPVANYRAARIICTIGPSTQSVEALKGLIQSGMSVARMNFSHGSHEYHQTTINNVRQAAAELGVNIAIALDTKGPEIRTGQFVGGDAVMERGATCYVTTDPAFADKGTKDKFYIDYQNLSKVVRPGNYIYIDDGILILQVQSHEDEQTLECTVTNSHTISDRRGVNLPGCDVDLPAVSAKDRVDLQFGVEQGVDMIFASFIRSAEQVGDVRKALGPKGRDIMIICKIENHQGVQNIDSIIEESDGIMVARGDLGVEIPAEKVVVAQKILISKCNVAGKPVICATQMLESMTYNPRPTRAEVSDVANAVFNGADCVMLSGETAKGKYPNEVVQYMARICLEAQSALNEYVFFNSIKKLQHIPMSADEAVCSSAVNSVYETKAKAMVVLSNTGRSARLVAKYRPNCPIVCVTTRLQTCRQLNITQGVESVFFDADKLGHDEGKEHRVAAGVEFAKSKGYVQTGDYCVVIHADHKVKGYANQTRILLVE
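Purified LmPK (0.1 nM) with 0.5 mM PEP and 0.1 mM ADP in imidazole buffer pH 7.2 with MgCl2/KCl, 1 h at room temperature. ATP formed was read by luciferase luminescence and normalized to no-enzyme and uninhibited controls.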
Pf growth 48h – P. falciparum growth inhibition at 48 hours (one generation); P. falciparum luciferase growth in erythrocytes, 48 h; hit rate 5.9% among 310,000; AID 504832; Potency, µM (titrated, usually from 28.7 µM), without a hit: top-dose activity change, negative = inhibition, most hits filed as inhibitors; also: potency is read from the fitted curve at half-maximal effect; % is scaled to controls: 0 for no effect and ±100 for the full control effect
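Firefly luciferase activity from engineered P. falciparum reports growth; inhibitors lower the luminescent signal. Cultures contained 2% hematocrit erythrocytes at 0.1% final parasitemia.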
Numbers without * were called inactive; i = inactive; ? = inconclusive; nt = no result given; & = joins results of further samples; [ ] = another dose, or the depositor's remark. Unless noted, calls follow the shape of the dose curve; as a rule, active = well fitted curve in the direction sought with a large enough effect; inconclusive = small, poorly fitted or top-dose-only effect, or another doubt; inactive = no such curve, though single readings can be large; an effect the other way counts as inactive or inconclusive.

No.	mol	HCV inhibitor	Pf growth 96h	CHX counter	Tb PYK inh
1	O=C(COC(=O)c1cc([N+](=O)[O-])ccc1NCc1ccccc1)NC1CCCCC1	18%	26%	-1	-3%
2	CCCCC1=CC2=C(c3ccco3)C(=O)C(C)(OC(=O)c3ccc(OC)cc3)C(=O)C2=CN1Cc1ccccc1 (stereo unspecified)	-5%[8.37 µM]	?	-4	-5%
3	Cc1cccc2cc(CN(Cc3cccs3)C(=S)NCc3ccco3)c(=O)[nH]c12	?	-22%	13	-18%
4	O=C(c1ccc(CN2CCOCC2)cc1)N1CCN(c2cccc(Cl)c2)CC1	-5%	nt	5	2%
5	COc1ccc(C)cc1NC(=O)CSc1nnc(COc2ccc(C)cc2)n1Cc1ccco1	?	?	4	-7%
6	O=C(/C=C/c1ccc(Cl)cc1Cl)NCc1ccco1	-9%	?	35*	-5%
7	CCCCNC(=O)O[C@@H]1C[C@@H]2CCN3C(=O)CCC[C@H]([C@H]1CC)[C@H]23	?	?	-2	-10%
8	CC/C(=C(\c1ccccc1)c1ccc(OCCN(C)C)cc1)c1ccccc1	3.2µM*	?	nt	0%&1%&10%&-2%

No.	Shiga inhibitor	LmPK inhibitor	Pf growth 48h
1	-8	0%	23%
2	-1	-4%[11.5 µM]	?
3	-3	-1%	?
4	-20	2%	0%
5	19	3%	?
6	94*	0%	12µM*
7	-6	-1%	-12%
8	nt	nt	13µM*

New compounds follow
No.	mol	HCV inhibitor	Pf growth 96h	CHX counter	Tb PYK inh
9	CC(Sc1nnc(-c2ccco2)n1C)C(=O)Nc1nccs1 (stereo unspecified)	20%	5.2µM*	nt	-11%
10	Cc1ccc(C(=O)N2CCCCC2)cc1S(=O)(=O)N1CCCCCC1	3%	8.3µM*	11	1%
11	COCCCN(C(=O)Nc1cccc(Cl)c1)C(C)c1ccccn1 (stereo unspecified)	0%	-1%	1	nt
12	Cc1ccc(CSC2=NCCN2S(=O)(=O)c2ccc(F)cc2)cc1	3%	10%	12	-3%
13	CC(C)(C)c1nc2scc(-c3ccc(Br)cc3)c2c(=O)o1	27%	?	-1	-3%
14	COc1cccc(/C=N/n2c(C3CCCCC3)n[nH]c2=S)c1O	6%	25%	1	?
15	CCOc1ccc(C2=C(C=C(C#N)C#N)C(c3ccccc3)c3ccccc3O2)cc1 (stereo unspecified)	?	4%	-2	-2%
16	COc1ccc(NC(=S)Nc2cc(C)[nH]n2)cc1Cl	-11%	116%[activator]	45*	-3%

No.	Shiga inhibitor	LmPK inhibitor	Pf growth 48h
9	nt	nt	?
10	-9	-5%	?
11	-2	2%	-12%
12	16	-6%	-15%
13	-8	-1%	-20%
14	-16	-19%	26%
15	-6	3%	3.7µM*
16	90*	-8%	53%[activator]

New compounds follow.
No.	mol	HCV inhibitor	Pf growth 96h	CHX counter	Tb PYK inh
17	O=[N+]([O-])c1ccc2[nH]cc(S(=O)(=O)N3CCN(c4cccc(Cl)c4)CC3)c2c1	?	?	-3	1%
18	Cn1nc(C(C)(C)C)cc1NC(=O)Nc1ccc(Cl)cc1	0%	?	-4	2%
19	CCOC(=O)C1(C(F)(F)F)N=C(c2cccnc2)OC(N2CCOCC2)=N1 (stereo unspecified)	1%	-9%	-2	3%
20	CC(=O)Nc1ccc(C(=O)CN2C(=O)CSC2=O)cc1	19%	?	-1	-2%
21	CC(=O)N(CCC(Cc1ccccc1)c1ccc2c(c1)OCO2)Cc1ccccc1F (stereo unspecified)	-4%	?	2	0%
22	Cc1noc(C)c1COc1ccc(C(=O)OCC(=O)NC23CC4CC(CC(C4)C2)C3)cc1	19%	nt	-1	-7%
23	Cc1ccc(N(C(=O)CNC(=O)c2ccco2)C(C(=O)NCC2CCCO2)c2ccccc2)c(C)c1 (stereo unspecified)	0%	15%	-9	-2%
24	O=S(=O)(c1ccc(F)cc1)N1CCN(c2ncnc3c2cnn3-c2ccccc2)CC1	16%	21%	-8	1%

No.	Shiga inhibitor	LmPK inhibitor	Pf growth 48h
17	2	1%	?
18	-6	3%	-5%
19	-22	3%	nt
20	-3	-2%	2%
21	-21	3%	?
22	21	1%	?
23	-1	0%	-15%
24	-1	2%	-16%

(listing goes on)
No.	mol	HCV inhibitor	Pf growth 96h	CHX counter	Tb PYK inh
25	COc1ccc(CCNC(=O)c2nnn(CC(=O)Nc3c(C)cc(C)cc3C)c2N)cc1OC	4%	?	10	0%
26	c1ccc(-c2cc(-c3nnco3)c3ccccc3n2)nc1	?	20%	1	5%
27	CCC(CC)C(=O)N=C1SC2CS(=O)(=O)CC2N1CCc1ccc(OC)cc1 (stereo unspecified)	9%	nt	-2	-3%
28	COc1ccc(CCN2C(=O)c3[nH]nc(-c4ccccc4O)c3C2c2cccc(Cl)c2)cc1 (stereo unspecified)	?	1.9µM*	-3	3%
29	Cc1ccc(N2C(=O)CSC2c2cccnc2)c(Cl)c1 (stereo unspecified)	-10%	?	16	-3%
30	Cc1ccc(NC(=O)NC2CCCN2S(=O)(=O)c2ccc(Cl)cc2)cc1 (stereo unspecified)	-4%	nt	9	-1%
31	COc1cccc2c1OC1(C)CC2/C(=C(\C)O)C(=O)N1 (stereo unspecified)	nt	nt	-4	-14%
32	O=C1Nc2ccccc2OC1CC(=O)N1CCN(c2cccc(C(F)(F)F)c2)CC1 (stereo unspecified)	2%	31%[activator]	-3	-19%

No.	Shiga inhibitor	LmPK inhibitor	Pf growth 48h
25	10	5%	27%
26	-6	-2%	5%
27	-30	4%	?
28	-2	2%	3.3µM*
29	5	-1%	?
30	-23	4%	8%
31	-22	2%	-12%
32	-12	1%	nt

One compound at a time, from the list above. Screens in order: HCV inhibitor	Pf growth 96h	CHX counter	Tb PYK inh	Shiga inhibitor	LmPK inhibitor	Pf growth 48h
Entry for Cc1ccc(N2C(=O)CSC2c2cccnc2)c(Cl)c1 (stereo unspecified) = -10%	?	16	-3%	5	-1%	?
Entry for Cc1ccc(NC(=O)NC2CCCN2S(=O)(=O)c2ccc(Cl)cc2)cc1 (stereo unspecified) = -4%	nt	9	-1%	-23	4%	8%
Entry for c1ccc(-c2cc(-c3nnco3)c3ccccc3n2)nc1 = ?	20%	1	5%	-6	-2%	5%
Entry for COc1cccc2c1OC1(C)CC2/C(=C(\C)O)C(=O)N1 (stereo unspecified) = nt	nt	-4	-14%	-22	2%	-12%

Next entries.
No.	mol	HCV inhibitor	Pf growth 96h	CHX counter	Tb PYK inh
33	O=C(OCn1nnc2ccccc2c1=O)c1ccc(O)cc1	1%	17%	-3	-4%
34	CC(C)c1ccc(Cc2nnc(NCCCO)[nH]c2=O)cc1	10%	-7%	12	-12%
35	CC(C)(C)n1ncc2c(=O)n(CC(=O)c3ccccc3)cnc21	-16%	2.1µM*	56*	4%
36	NC(=O)C1CC(=O)N(CCc2ccc(F)cc2)C1 (stereo unspecified)	13%	-1%	-2	-10%
37	CCc1ncc(/C=C2\C(=O)Nc3ccccc32)[nH]1	?	70%[activator]	26*	1%
38	O=C(/C=C/c1ccccc1[N+](=O)[O-])Nc1cccnc1	11%	178%[activator]	36*	-18%
39	Cc1cccc(C)c1NC(=S)NC(=O)CCc1ccccc1	-2%	?	-2	3%
40	CCc1ccccc1NC(=O)CN1CCN(C(=O)CN2C(=O)NC3(CCCCC3C)C2=O)CC1 (stereo unspecified)	?	?	nt	-2%

No.	Shiga inhibitor	LmPK inhibitor	Pf growth 48h
33	-3	5%	11%
34	-6	1%	-16%
35	81*	5%	275%[activator]
36	-15	4%	-5%
37	29	-12%	35%[activator]
38	45*	-16%	135%[activator]
39	1	2%	?
40	nt	nt	-12%

Following part
No.	mol	HCV inhibitor	Pf growth 96h	CHX counter	Tb PYK inh
41	O=S(=O)(NC1CC1)c1ccccc1	14%	?	-2	2%
42	O=C(COc1ccc(Br)cc1)Nc1ccc2oc(=O)ccc2c1	6%	52%[activator]	-3	7%
43	CCC(C(=O)O)N1C(=O)/C(=C/c2cccn2C)SC1=S (stereo unspecified)	2%	21%	-1	-19%
44	CC1CCOC(c2coc3ccccc3c2=O)O1 (stereo unspecified)	14%	182%[activator]	59*	-2%
45	CCNC(=S)NS(=O)(=O)c1ccc(C)cc1	26%	2%	-1	-5%
46	CCCn1nc(NS(=O)(=O)c2ccc(F)cc2)c2cc3ccccc3nc21	?	?	-11	-15%
47	N#C/C(=C\c1ccc(C(=O)O)cc1)S(=O)(=O)c1cc(Br)ccc1Br	4%	-5%	-3	1%
48	OC(CN(c1ccccc1)c1ccccc1)Cn1cnc2ccccc21 (stereo unspecified)	?	i	-3	-7%

No.	Shiga inhibitor	LmPK inhibitor	Pf growth 48h
41	-10	-3%	5%
42	-11	-8%	-8%
43	-12	1%	7%
44	54*	?	162%[activator]
45	-12	0%	5%
46	-8	-4%	20%
47	-5	6%	19%
48	30	8%	12µM*

(listing goes on)
No.	mol	HCV inhibitor	Pf growth 96h	CHX counter	Tb PYK inh
49	Cc1cc(=O)n2[nH]cnc2n1	4%&-1%	-28%	-6	7%
50	COc1ccc(NC2CCCN(C(=O)CSc3ccccn3)C2)cc1OC (stereo unspecified)	0%	-7%	2	5%
51	C/C=C/c1ccc(OCC(O)CN(C)Cc2ccc(SC)cc2)c(OC)c1 (stereo unspecified)	-21%	?	-3	-16%
52	CCCOc1ccc(C(=O)CCNc2cccc(Cl)c2)cc1	?	-8%	25*	1%
53	C/C(=N\NC(=O)c1ccc(NS(=O)(=O)c2cccs2)cc1)c1ccccc1	-19%	-9%	-2	10%
54	CCN(CC)C(=O)Oc1ccc(Br)cc1C(=O)Nc1ccc(F)cc1F	-1%	19%	2	-7%
55	CN(C)S(=O)(=O)c1ccc(NC(=O)CN2CCc3ccccc32)cc1	20%	-2%	-1	0%
56	O=C(Oc1coc(CSc2ncccn2)cc1=O)c1ccccc1[N+](=O)[O-]	8%	-37%	21	-1%
57	COC(=O)CSc1nc(N)c2c3c(sc2n1)CCCC3	0%	29%	16*	-6%
58	O=c1c(-c2ccccc2)[n+]([O-])c2ccccc2n1O	0%	nt	-1	-5%
59	O=C(c1ccc(Br)cc1)N1CCC2(CC1)NCCc1[nH]cnc12	-2%	23%	1	2%

No.	Shiga inhibitor	LmPK inhibitor	Pf growth 48h
49	-8	5%	-5%
50	-8	-3%	25%
51	9	-6%	nt
52	130*	0%	52%[activator]
53	25	0%	-2%
54	-7	4%	38%[activator]
55	9	4%	?
56	-9	11%	20%
57	46	1%	7%
58	47	5%	15%
59	20	6%	1%
